Screens (PubChem)
mIDH1 inhibitor: inhibitors of human mutant IDH1 R132H | IDH1-R132H enzyme, NADPH consumption, diaphorase/resazurin fluorescence | Potency, µM (highest dose often 76.6 µM), for inactives: at the top dose activity change, negative = inhibition, most hits filed as inhibitors | 390,000 compounds, 0.093% hits; further: potency means the concentration at half of the fitted maximal effect; on the % scale 0 is the no-effect control and ±100 the full control effect; nearly all actives have a fitted effect of over 65% in size
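IDH1-R132H (0.5 ug/mL) preincubated 30 min with compound, then NADPH (0.016 mM) and alpha-KG (2 mM) added; 80 min at RT, pH 7.5. Remaining NADPH coupled via diaphorase/resazurin to fluorescence (540/590 nm); concentration-response curves normalized to no-enzyme control.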
HP1b binding inh: HP1-beta chromodomain-methylated histone interaction inhibition; AlphaScreen HP1-beta / biotin-H3K9me3 peptide binding; Potency, µM (doses to about 114 µM), without a hit: at the highest dose activity change, negative = inhibition, hits mostly inhibitors; 390,000 compounds, 0.56% hits; AID 540317; further: potency means the concentration at half of the fitted maximal effect; nearly all actives have a fitted effect of over 70% in size; inactives centre near 23
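AlphaScreen: HP1-beta (50 nM) preformed 30 min with biotin-H3(1-18)K9me3 peptide (50 nM) in PBS pH 7.4, 0.01% Tween-20. Compound added for 30 min at RT, then streptavidin donor/nickel chelate acceptor beads (10 ug/mL) for 30 min.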
USP1-UAF1 inh: inhibitors of human USP1/UAF1 deubiquitinase; O94782; recombinant USP1/UAF1, Ub-Rhodamine cleavage fluorescence; Potency, µM (series often up to 57.1 µM), for inactives: top-dose activity change, negative = inhibition, usual class: inhibitors; 390,000 compounds, 0.23% hits; further: potency means the concentration at half of the fitted maximal effect; on the % scale 0 is the no-effect control and ±100 the full control effect; nearly all actives have a fitted effect of over 60% in size; inactives centre near -12
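High-throughput fluorogenic screen: 1nM USP1/UAF1 complex, Ub-Rho substrate 150nM final, 50mM HEPES pH 7.8 with 0.5mM EDTA, 0.1 mg/ml BSA, 1mM TCEP and 0.01% Tween-20.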
TrxR1 substrate: rat thioredoxin reductase 1 substrate activity; Potency, µM (top dose mostly 114 µM), for the others: top-dose activity change, negative = substrate turnover; 390,000 compounds, 0.01% hits; purified TrxR1 substrate turnover, NADPH consumption readout; O89049; further: potency means the concentration at half of the fitted maximal effect; on the % scale 0 is the no-effect control and ±100 the full control effect; nearly all actives have a fitted effect of over 50% in size
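Rat TrxR1, dispensed at 90 nM, was prereduced with 400 uM NADPH (final) for 5 min at ~22 deg C, then incubated with compound 15 min before 400 uM selenite. A first-read NADPH fluorescence drop versus no-compound background flagged substrates.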
Pin1 inh: inhibitors of human Pin1; AID 504891; Potency, µM (highest dose often 115 µM), for inactives: top-dose activity, negative = inhibition, actives largely listed as inhibitors; Pin1 FP peptide displacement, HiFluor488, 10 min; 390,000 compounds, 0.009% hits; Q13526; active means well fitted inhibition curve with a large enough effect in the polarisation, with a control signal flat, not every such curve was filed as active; inconclusive means small, poorly fitted or top-dose-only effect, or effect the other way, or a change in a side signal; inactive means no such curve, though single readings can be large or run the other way; the % refers to the polarisation; further: potency means the concentration at half of the fitted maximal effect; on the % scale 0 is the no-effect control and ±100 the full control effect
GLS inhibitor: glutaminase GLS (human) inhibition; O94925; GLS enzymatic activity, qHTS titration; Potency, µM (doses to about 45.5 µM), for the others: at the highest dose activity change, negative = inhibition, most hits filed as inhibitors; 410,000 compounds, 0.21% hits; further: potency means the concentration at half of the fitted maximal effect; on the % scale 0 is the no-effect control and ±100 the full control effect
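Glutamate formation by hKGA was monitored fluorometrically using coupled glutamate oxidase, HRP and Amplex Red. Substrate was added as 1 mM L-glutamine solution; incubation was 30 min at RT after an initial read.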
TrxR1 inh: blocks rat thioredoxin reductase 1; Potency, µM (doses to about 114 µM), without a hit: at the highest dose activity change, negative = inhibition, hits mostly inhibitors; recombinant rTrxR1, NADPH fluorescence consumption, selenite substrate; 390,000 compounds, 1% hits; AID 588453; further: potency means the concentration at half of the fitted maximal effect; on the % scale 0 is the no-effect control and ±100 the full control effect; nearly all actives have a fitted effect of over 65% in size
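Rat TrxR1 (90 nM in the dispensed reagent) was pre-reduced with 400 uM NADPH for 5 min at room temperature, then incubated with compound for 15 min. After 400 uM selenite was added, NADPH fluorescence (Ex 340/Em 450 nm) was followed for 8 min.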
PGK inhibitor: blocks T. brucei phosphoglycerate kinase; P07378; PGK/GAPDH coupled, Kinase-Glo luminescence, 60 min; Potency, µM (doses to about 57.5 µM), for inactives: top-dose activity change, negative = inhibition, most hits filed as inhibitors; 380,000 compounds, 0.043% hits; further: potency means the concentration at half of the fitted maximal effect; on the % scale 0 is the no-effect control and ±100 the full control effect; nearly all actives have a fitted effect of over 60% in size
Target sequence (P07378 whole entry, looked up): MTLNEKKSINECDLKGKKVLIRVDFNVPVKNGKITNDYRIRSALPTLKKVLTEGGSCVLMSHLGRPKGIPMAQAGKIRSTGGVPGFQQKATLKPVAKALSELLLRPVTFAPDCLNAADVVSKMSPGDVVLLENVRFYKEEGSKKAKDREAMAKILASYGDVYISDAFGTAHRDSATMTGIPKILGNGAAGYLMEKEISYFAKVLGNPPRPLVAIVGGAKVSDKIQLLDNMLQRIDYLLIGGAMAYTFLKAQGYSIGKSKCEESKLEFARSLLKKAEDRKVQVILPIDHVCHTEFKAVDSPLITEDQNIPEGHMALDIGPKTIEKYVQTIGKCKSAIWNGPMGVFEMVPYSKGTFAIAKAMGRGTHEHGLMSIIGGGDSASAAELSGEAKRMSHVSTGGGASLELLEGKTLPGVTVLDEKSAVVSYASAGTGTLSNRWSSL
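Recombinant glycosomal PGK reaction used 1,3-bisphosphoglycerate generated in-well by GAPDH (100nM final) in 100mM TEA pH 7.6, 5mM MgCl2, 0.01% Tween-20. After 60 minutes at room temperature, ATP was read by Kinase-Glo Plus luminescence end-point.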
PI4K2A block: blocks human PI4K2A kinase activity. Q9BTU6. purified PI4K2A, ADP-Glo luminescence, 1 h; hits give low values. activity change, negative = inhibition, % at 76.9 µM. 420,000 compounds, 0.13% hits. AID 1346378; in the data active means activity change below about -50%; inconclusive means mostly about -30% to -49%;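 further: -100% = wells without enzyme as full effect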
Target sequence (Q9BTU6 whole entry, looked up): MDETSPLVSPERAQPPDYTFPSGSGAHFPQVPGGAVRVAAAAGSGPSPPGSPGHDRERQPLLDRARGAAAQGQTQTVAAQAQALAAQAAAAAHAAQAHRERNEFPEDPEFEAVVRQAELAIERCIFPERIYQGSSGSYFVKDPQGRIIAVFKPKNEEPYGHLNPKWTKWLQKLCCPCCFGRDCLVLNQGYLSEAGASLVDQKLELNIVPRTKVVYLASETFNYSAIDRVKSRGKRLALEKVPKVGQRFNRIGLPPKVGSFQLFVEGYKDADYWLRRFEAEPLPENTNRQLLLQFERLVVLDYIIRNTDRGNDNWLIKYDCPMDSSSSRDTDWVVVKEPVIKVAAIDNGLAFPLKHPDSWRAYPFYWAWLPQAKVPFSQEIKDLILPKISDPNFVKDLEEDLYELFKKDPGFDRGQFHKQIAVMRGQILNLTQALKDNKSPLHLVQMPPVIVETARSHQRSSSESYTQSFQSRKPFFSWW
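In this quantitative HTS, ADP production by PI4K2A was quantified luminescently after 1 h at ambient temperature; 100 microM adenosine served as plate-quality control.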
Starred values were filed as active, the others as inactive; [ ] = remark or other dose. Unless noted, the call rests on the fitted dose curve; in most records, active means well fitted curve in the direction sought with a large enough effect; inconclusive means small, poorly fitted or top-dose-only effect, or another doubt; inactive means no such curve, though single readings can be large; an effect the other way counts as inactive or inconclusive. A portion of the library; count on the stated rates, not on these rows.

COCCN(C(=O)CSc1nnc(-c2ccccc2OC)o1)c1c(N)n(CC(C)C)c(=O)[nH]c1=O was read as mIDH1 inhibitor 0%, HP1b binding inh 12%, USP1-UAF1 inh -13%, TrxR1 substrate -1%, Pin1 inh -5%, GLS inhibitor 3%, TrxR1 inh -3%, PGK inhibitor 4% and PI4K2A block -2.
For O=C(CCS(=O)(=O)c1ccccc1)Nc1nnc(C(F)(F)F)s1 the results were mIDH1 inhibitor 2%, HP1b binding inh -12%, USP1-UAF1 inh -5%, TrxR1 substrate -4%, Pin1 inh -4%, GLS inhibitor -9%, TrxR1 inh -5%, PGK inhibitor -28% and PI4K2A block -3.
For O=C(Nc1cc(Cl)ccc1-n1cncn1)c1ccc(F)c(S(=O)(=O)N2CCOCC2)c1 the results were mIDH1 inhibitor 1%, HP1b binding inh 12%, USP1-UAF1 inh -13%, TrxR1 substrate 4%, Pin1 inh 4%, GLS inhibitor -1%, TrxR1 inh 2%, PGK inhibitor -6% and PI4K2A block 7.
For COc1ccc(C(=O)NNC(=O)c2ccccc2[N+](=O)[O-])cc1Br the results were mIDH1 inhibitor 4%, HP1b binding inh 27%, USP1-UAF1 inh -14%, TrxR1 substrate -5%, Pin1 inh 15%, GLS inhibitor 14%, TrxR1 inh -15%, PGK inhibitor -7% and PI4K2A block 2.
Screening COc1cccc(C(C(=O)NC2CCCC2)N(C(=O)c2ccco2)c2ccc(-n3cnnn3)c(C)c2)c1OC (centres undefined) returned mIDH1 inhibitor 5%, HP1b binding inh 58%[activator], USP1-UAF1 inh -15%, TrxR1 substrate 4%, Pin1 inh 4%, GLS inhibitor -5%, TrxR1 inh 7%, PGK inhibitor inactive and PI4K2A block 2.
For CN(C)/C=N/c1ncc(C(=O)c2ccc(Cl)cc2Cl)s1 the results were mIDH1 inhibitor 16%, HP1b binding inh 11%, USP1-UAF1 inh -1%, TrxR1 substrate 1%[57.1 µM], Pin1 inh 0%, GLS inhibitor 0%, TrxR1 inh 24%[57.1 µM], PGK inhibitor -2% and PI4K2A block -1.
O=C(NC(=S)N1CCN(c2ccc(F)cc2)CC1)c1ccccc1 was read as mIDH1 inhibitor -3%, USP1-UAF1 inh inconclusive, GLS inhibitor 11%, PGK inhibitor inactive and PI4K2A block 4.
Screening C=C(C)CN(CC)C(=O)CN1C(=O)NC(C)(c2ccc3ccccc3c2)C1=O (centres undefined) returned mIDH1 inhibitor -6%, HP1b binding inh 37%, USP1-UAF1 inh -18%, TrxR1 substrate 1%[57.1 µM], Pin1 inh -3%, GLS inhibitor -1%, TrxR1 inh 0%[2.29 µM], PGK inhibitor -7% and PI4K2A block -3.
CCc1cccc(NC(=O)Cn2c(=O)n(CCC(=O)NCc3ccccc3Cl)c(=O)c3sccc32)c1 was read as HP1b binding inh 13%, USP1-UAF1 inh inconclusive, TrxR1 substrate 5%, Pin1 inh 21%, GLS inhibitor 1%, TrxR1 inh 14% and PI4K2A block -1.
COc1ccc(-c2ccc(C#N)c(SCC(=O)Nc3sc4c(c3C#N)CCC4)n2)cc1OC was read as mIDH1 inhibitor 2%, HP1b binding inh 8%, USP1-UAF1 inh -16%, TrxR1 substrate 7%, Pin1 inh 126%[activator], GLS inhibitor inconclusive, TrxR1 inh 6%, PGK inhibitor 1% and PI4K2A block 5.
For O=C(CN1CCN(C(=O)C2CCCO2)CC1)Nc1ccc(F)cc1 (centres undefined) the results were mIDH1 inhibitor 2%, HP1b binding inh 32%, USP1-UAF1 inh -14%, TrxR1 substrate 6%, Pin1 inh -13%, GLS inhibitor 12%, TrxR1 inh 22%, PGK inhibitor 4% and PI4K2A block -15.
`CNC[C@@H]1OCc2ccccc2-c2c(n(C)c3ccccc23)C(=O)N([C@H](C)CO)C[C@H]1C` gave mIDH1 inhibitor 6%, USP1-UAF1 inh -20%, GLS inhibitor 0%, PGK inhibitor -4% and PI4K2A block 6.
`CC(=O)NCC(=O)N(Cc1ccco1)C1(C(=O)NC2CCCCC2)CCCCC1` gave mIDH1 inhibitor 11%, HP1b binding inh -9%, USP1-UAF1 inh -7%, TrxR1 substrate 8%[57.1 µM], Pin1 inh 4%, GLS inhibitor 9%, TrxR1 inh 8%[57.1 µM], PGK inhibitor -4% and PI4K2A block -15.
Screening CCCS(=O)(=O)N1CCC(C(=O)NCCCN2CCC(Cc3ccccc3)CC2)CC1 returned mIDH1 inhibitor -1%, HP1b binding inh 22%, USP1-UAF1 inh 0%, TrxR1 substrate -8%, Pin1 inh -1%, GLS inhibitor -1%, TrxR1 inh 7%, PGK inhibitor -9% and PI4K2A block 2.
`CCOc1ccc(Br)cc1C1NC(=O)c2c(sc3c2CCN(C)C3)N1` (centres undefined) gave mIDH1 inhibitor -1%, HP1b binding inh 15%, USP1-UAF1 inh inconclusive, TrxR1 substrate 14%, Pin1 inh inconclusive, GLS inhibitor -14%, TrxR1 inh -19%, PGK inhibitor 8% and PI4K2A block 1.
Screening O=C(Nc1ccc(Cl)cc1)N1CCSc2ccccc21 returned mIDH1 inhibitor 6%, HP1b binding inh 6%, USP1-UAF1 inh -13%, TrxR1 substrate -7%, Pin1 inh -9%, GLS inhibitor 7%, TrxR1 inh 15%, PGK inhibitor -15% and PI4K2A block 8.
Screening O=C(Nc1cccc([N+](=O)[O-])c1)C1COc2ccccc2O1 (centres undefined) returned mIDH1 inhibitor 0%, HP1b binding inh 5%, USP1-UAF1 inh -15%, TrxR1 substrate -5%, Pin1 inh -4%, GLS inhibitor 0%, TrxR1 inh 19%, PGK inhibitor inactive and PI4K2A block -1.
Screening COc1ccc(S(=O)(=O)Nc2ccc3c(c2)CC(=O)N([C@@H](C)CO)C[C@H](C)[C@@H](CN(C)S(=O)(=O)c2ccc(F)cc2)O3)cc1 returned mIDH1 inhibitor -7%, HP1b binding inh 28%, USP1-UAF1 inh -17%, TrxR1 substrate 2%, Pin1 inh 3%, GLS inhibitor 5%, TrxR1 inh 1%, PGK inhibitor 6% and PI4K2A block -1.
COc1ccc(OC)c(NC(=O)C2CC(=O)N(Cc3ccco3)C2)c1 (centres undefined) was read as mIDH1 inhibitor -1%, HP1b binding inh 2%, USP1-UAF1 inh -17%, TrxR1 substrate 2%, Pin1 inh -3%, GLS inhibitor 3%, TrxR1 inh 7%, PGK inhibitor 3% and PI4K2A block -4.
Screening Cc1nn(Cc2ccccc2)c(C)c1NC(=O)CSc1nc2sc3c(c2c(=O)n1C)CCC3 returned mIDH1 inhibitor -4%, HP1b binding inh 21%, USP1-UAF1 inh -3%, TrxR1 substrate 2%, Pin1 inh -6%, GLS inhibitor 6%, TrxR1 inh 6%, PGK inhibitor 4% and PI4K2A block -5.
O=C(O)c1cccc(S(=O)(=O)Nc2ccc([N+](=O)[O-])cc2O)c1 was read as mIDH1 inhibitor -2%, HP1b binding inh 11%, USP1-UAF1 inh -2%, TrxR1 substrate -9%, Pin1 inh 1%, GLS inhibitor 19%, TrxR1 inh -1%, PGK inhibitor 6% and PI4K2A block 5.
O=C(NC1CC1)c1ccc(CS(=O)(=O)c2c(Cl)cccc2Cl)o1 was read as mIDH1 inhibitor 15%, HP1b binding inh 41%[activator], USP1-UAF1 inh -6%, TrxR1 substrate 3%, Pin1 inh -13%, GLS inhibitor 0%, TrxR1 inh 4%, PGK inhibitor -1% and PI4K2A block -5.
`COc1ccc(C2NCCCC2c2ccccc2)cc1` (centres undefined) gave mIDH1 inhibitor 5%, HP1b binding inh 37%, USP1-UAF1 inh inconclusive, TrxR1 substrate 13%[57.1 µM], Pin1 inh -10%, GLS inhibitor -18%, TrxR1 inh 11%[11.4 µM], PGK inhibitor -1% and PI4K2A block -1.
OC(CNCc1ccccc1Cl)COc1ccc(F)cc1 (centres undefined) was read as mIDH1 inhibitor 2%, HP1b binding inh -5%, USP1-UAF1 inh -16%, TrxR1 substrate -12%, Pin1 inh 3%, GLS inhibitor -12%, TrxR1 inh -11%, PGK inhibitor -1% and PI4K2A block 0.
For Cc1nnc(SCC(=O)Nc2ccccc2F)n1-c1ccc(F)cc1 the results were mIDH1 inhibitor 13%, HP1b binding inh 74%[activator], USP1-UAF1 inh -7%, TrxR1 substrate 5%, Pin1 inh -7%, GLS inhibitor -2%, TrxR1 inh 9% and PI4K2A block -2.
